E-sel inducer = E-selectin induction in HUVECs, primary screen, imaging, HUVEC, immunofluorescence imaging, single point | AID 686992, 2013 | normalized: neutral wells 0, TNF-alpha wells 100 | P16581 | activation, % at 7.58 µM | hit rate 0.37% among 260,000;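 active = mean E-selectin-positive cell signal at least 10% of the positive control, reached in at least 60% of replicates, without over 20% cell loss; inconclusive = no rule given, readout overlaps actives, possibly toxicity-flagged; inactive = the rest, including those meeting only one limit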;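 also: in these data hits start at about 27%; measured in HUVEC primary endothelial cells; signal is the percent of cells scored E-selectin positive by PE staining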
Target sequence (P16581 whole entry, looked up): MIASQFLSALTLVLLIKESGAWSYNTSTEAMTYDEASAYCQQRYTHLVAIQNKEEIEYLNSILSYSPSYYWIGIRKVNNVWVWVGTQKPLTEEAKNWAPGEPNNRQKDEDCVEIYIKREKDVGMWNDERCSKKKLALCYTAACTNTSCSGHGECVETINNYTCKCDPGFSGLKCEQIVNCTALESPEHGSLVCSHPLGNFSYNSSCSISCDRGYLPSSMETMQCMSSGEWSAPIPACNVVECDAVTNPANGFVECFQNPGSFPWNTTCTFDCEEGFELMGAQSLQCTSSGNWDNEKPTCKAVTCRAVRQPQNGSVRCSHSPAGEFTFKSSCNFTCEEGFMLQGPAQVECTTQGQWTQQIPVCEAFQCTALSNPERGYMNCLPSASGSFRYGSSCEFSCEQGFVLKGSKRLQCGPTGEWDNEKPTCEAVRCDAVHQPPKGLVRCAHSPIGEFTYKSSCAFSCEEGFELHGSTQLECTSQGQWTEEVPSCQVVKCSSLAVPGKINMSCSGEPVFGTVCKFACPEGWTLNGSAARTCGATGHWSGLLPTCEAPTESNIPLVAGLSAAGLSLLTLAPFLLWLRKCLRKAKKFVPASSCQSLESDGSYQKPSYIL
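Read-out basis: % PE-positive cells; Test system: HUVEC primary endothelial cells; Technique: immunofluorescence imaging; Dosing: single-point compound dose.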
DENV2 CPE rescue = inhibitors of DENV2 cytopathic effect, primary screen, cell-based, plate reader, single concentration | DENV2-infected cells, cytopathic effect rescue | CPE inhibition, % at 9.99 µM | hit rate 1.7% among 350,000; in the data active = CPE inhibition above about 20%, passing the limit was not always enough; inconclusive = no clear call, values can overlap the other calls; tested in BHK-21 cells;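 also: 0% = median of neutral control wells and 100% = median of positive control wells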
XiGFP reactiv = activators of inactive X chromosome reactivation, primary screen, imaging, XiGFP fibroblasts, GFP high-content imaging, set 2 | XiGFP mouse fibroblasts, % GFP-positive cells imaging, 3 d; cells co-treated with 5-aza-dC sensitizer; scaled so ellipticine positive control = 100% | activation, % at 7.58 µM | hit rate 0.055% among 360,000 | AID 743238, 2013;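 active = mean normalized replicate activation at least 10% and every replicate at or above 10%; inconclusive = only one of the two criteria met; inactive = mean below 10% and not all replicates reach 10%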;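 also: 0% = median of on-plate neutral control wells and 100% = ellipticine 6 µM median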
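Material: SV40-immortalized XiGFP fibroblast cells, line 68-5-11 | Buffer or medium: DMEM containing 5-aza-dC | Dosing: One concentration, pinned | Times: 3 d treatment, 15 min room-temperature fixation | Controls: Ellipticine 6 µM positive control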
RAD52 inh = RAD52 DNA annealing inhibitors, primary screen, biochemical, FRET, single point, set 2; DNA repair protein RAD52 homolog (Homo sapiens), P43351; recombinant RAD52 DNA annealing, FRET fluorescence; inhibition, % at 18.7 µM; hit rate 0.46% among 360,000;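 active = every replicate showing at least 50% inhibition; inconclusive = mean inhibition at least 50% but not in every replicate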
CASP6 VEID inh = human caspase-6 inhibitors, primary screen, biochemical, VEID-R110 fluorescence, single point, set 2; P55212; purified caspase-6, Z-VEID-R110 cleavage fluorescence; inhibition, % at 12.5 µM; hit rate 0.53% among 350,000;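 active = mean inhibition across replicates at least about 35%, with every replicate also reaching that limit, limit read from the data; inconclusive = only one of the two criteria met; inactive = neither criterion met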;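 also: 0% = median of neutral control wells and 100% = no fluorescence left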
Target sequence (P55212 24-179 limits assumed): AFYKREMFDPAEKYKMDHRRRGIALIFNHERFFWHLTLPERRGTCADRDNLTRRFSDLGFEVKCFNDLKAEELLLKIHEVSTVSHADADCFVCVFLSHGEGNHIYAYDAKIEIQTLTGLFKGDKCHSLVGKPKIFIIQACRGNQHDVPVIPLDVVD
Target sequence (P55212 194-293 limits assumed): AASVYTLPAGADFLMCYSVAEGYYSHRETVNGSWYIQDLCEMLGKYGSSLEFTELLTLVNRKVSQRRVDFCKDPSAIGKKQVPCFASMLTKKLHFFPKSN
GSIS activator = GLuc luminescence reporter in INS-1E cells, primary screen for activators of glucose-dependent secretion of insulin | hit rate 0.61% among 370,000 | activation, % at 16.6 µM | INS-1E GLuc reporter insulin secretion, 2-3 h | AID 743287, 2014;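 active = lowest replicate activation of at least 40%, so every replicate reaches that level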;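 also: 0% = median of neutral control wells and 100% = median of IBMX positive control wells; some compounds called inactive have numbers as strong as hits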
RAD54 inh = inhibitors of human RAD54 branch migration, primary screen, biochemical, fluorescence, single point; RAD54 Holliday junction branch migration, FAM/BHQ fluorescence; AID 602329, 2012; DNA repair and recombination protein RAD54-like (Homo sapiens), Q92698; hit rate 0.14% among 360,000; inhibition, % at 10.4 µM;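 active = mean normalized replicate activity at least 40 and at least half of replicates scoring 40 or more; inconclusive = only one of the two criteria met; inactive = mean below 40 and under half of replicates reaching 40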;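 also: 0% = median of neutral control wells and 100% = median of positive control wells; inhibitors cause a drop in the FAM fluorescence signal; in these data hits start at about 50%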
CFTR F508del cor = F508del CFTR correction, initial screen, CFBE line, single point | AID 720511, 2013 | hit rate 0.36% among 350,000 | activity (quench increase), % at 7.58 µM | CFBE cells, YFP halide quenching; stimulated with forskolin plus potentiator P3; % fluorescence drop versus neutral controls;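 active = mean added fluorescence quench of at least 8% versus neutral control, with both replicates also reaching 8%; inconclusive = only one of the mean or replicate conditions met; inactive = mean below 8% and not both replicates reaching 8%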;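 also: cells transiently co-express mutant CFTR-F508del with the halide-sensitive YFP; corrector assay measuring rescue of mutant channel to the surface after 24 h compound exposure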
* marks the source's active call; other numbers are inactive results; ? = inconclusive; . = no result given.

SMILES	E-sel inducer	DENV2 CPE rescue	XiGFP reactiv	RAD52 inh	CASP6 VEID inh	GSIS activator	RAD54 inh	CFTR F508del cor
O=C(Nc1ccc(-n2cnnn2)cc1)c1cc(S(=O)(=O)N2CCCC2)ccc1Cl	.	11.1	-0.1	-30.2	1.5	-8.2	.	-9.2
O=C(c1ccc(CNS(=O)(=O)c2ccc(Br)cc2)cc1)N1CCCCC1	0.4	2.3	0.0	-17.4	6.8	15.7	.	1.6
COC(=O)CSc1[nH]c2ccc(Br)cc2c1[N+](=O)[O-]	.	8.9	0.0	-9.0	-0.4	4.3	.	-1.7
CCOc1ccc(OCC)c(NC(=O)CCSCCc2ccccn2)c1	.	4.8	-0.1	-9.9	-3.8	-4.0	-4.3	-1.4
Cc1csc(NC(=O)c2ccc(COc3ccccc3)o2)n1	0.0	-2.6	0.2	-27.0	-1.5	0.2	-0.9	-0.6
CN(C)c1nc(N)c([N+](=O)[O-])c(NCCO)n1	.	1.6	-0.1	-17.4	-2.2	46.5	-0.8	1.6
COc1ccc(C(=O)NC2CC2)cc1OC1CCN(Cc2ccc(F)c(F)c2)CC1	.	1.8	0.0	-16.6	0.4	7.3	-7.5	-0.7
COc1ccccc1N1CCN(C(=O)C2CCCN(S(=O)(=O)c3ccc4c(c3)CCCN4C(C)=O)C2)CC1 (stereo not drawn)	.	8.6	0.0	-6.0	-1.9	-27.2	-1.2	2.1
CN1C(=O)Cc2cc(S(=O)(=O)N3CCN(c4ccccc4F)CC3)ccc21	.	-0.2	0.1	-8.3	2.7	29.1	11.3	-0.1
CC(C)C#Cc1ccc([C@@H]2[C@H]3CN(C(=O)c4ccc(F)cc4)CCCCN3[C@H]2CO)cc1	-0.3	7.7	-0.1	0.6	-1.1	-17.5	-26.1	4.9
N/C(=N\OC(=O)CCC1CCCC1)c1cccc([N+](=O)[O-])c1	.	-3.2	0.0	-4.2	1.7	.	.	.
c1ccc(CN2[C@@H]3CNC[C@H]2C3c2ccc(-c3ccncc3)cc2)nc1 (stereo partly drawn)	0.2	-4.6	0.0	-5.8	-48.2	0.6	.	-0.6
COc1ccc(N(CC(=O)NCc2ccc(Cl)cc2)S(=O)(=O)c2c(C)nn(C)c2C)cc1	.	1.4	0.0	2.5	2.3	-20.7	10.8	4.3
CS(=O)(=O)N1CC(=O)N2[C@H](CO)[C@H](c3ccc(C#CC4CCCC4)cc3)[C@@H]2C1	0.6	9.6	-0.1	-18.0	.	-2.7	.	-2.2
CC1CC(CC(=O)NNc2nc(-c3ccccc3)cs2)C(=O)O1 (stereo not drawn)	2.1	1.9	0.3	-7.1	-2.1	-3.8	-9.8	-0.2
O=c1ccc2ccc(O)cc2o1	.	?	.	-4.4	-0.4	.	0.3	2.9
C[C@H]1CN([C@@H](C)CO)C(=O)c2cc(NC(=O)Cc3ccccc3)ccc2O[C@H]1CN(C)Cc1ccc(C(=O)Nc2ccccc2N)cc1	5.0	2.5	0.1	5.0	-3.6	-2.2	5.7	-3.2
CCCNC(=O)[C@H]1[C@H](CO)[C@H]2Cn3c(ccc(C4=CCCC4)c3=O)[C@H]2N1Cc1ccccc1	-0.5	10.0	0.1	-23.8	-1.1	-1.8	3.2	-4.2
CO[C@@H]1CN(C)C(=O)c2cc(NC(C)=O)ccc2OC[C@H](C)N(C(=O)c2cnccn2)C[C@H]1C	-0.1	-1.9	0.0	-15.4	.	11.5	7.7	-1.9
COc1ccc(NC(=O)CN(C)CC(=O)Nc2cccc(C(F)(F)F)c2)cc1	3.0	-12.1	0.0	-15.6	-0.6	-19.0	-8.4	0.5

Other entries:
SMILES	E-sel inducer	DENV2 CPE rescue	XiGFP reactiv	RAD52 inh	CASP6 VEID inh	GSIS activator	RAD54 inh	CFTR F508del cor
Cc1cc(F)ccc1S(=O)(=O)N1CCCOC1CNC(=O)C(=O)NCC(C)C (stereo not drawn)	.	3.5	0.4	-6.3	5.5	-11.1	1.5	-2.5
O=S(=O)(NCc1ccccc1F)c1cccc(S(=O)(=O)N2CCOCC2)c1	.	3.0	0.0	-29.6	-2.2	-9.5	.	0.6
COC(=O)C1(CC2CC(c3ccccc3)=NO2)CCN(C(=O)OC(C)(C)C)CC1 (stereo not drawn)	0.3	-1.3	0.0	-14.5	-2.6	-31.0	2.0	3.4
C[C@@H]1CN([C@@H](C)CO)C(=O)c2cc(NC(=O)c3ccncc3)ccc2O[C@@H]1CN(C)C(=O)NC1CCCCC1	.	0.7	-0.5	-2.9	-1.6	17.2	7.6	1.0
CN1CCN(C(=O)C[C@H]2C[C@@H]3c4cc(NC(=O)Nc5ccc(C(F)(F)F)cc5)ccc4O[C@@H]3[C@@H](CO)O2)CC1	-0.3	-7.6	0.2	37.1	2.4	-10.9	9.1	-0.9
COc1ccc(CN(C)C[C@@H]2Oc3ccc(NC(=O)NC4CCCCC4)cc3CC(=O)N([C@@H](C)CO)C[C@@H]2C)cc1	0.8	2.5	0.0	-6.2	-1.4	-19.1	15.5	-0.2
Cc1noc(C)c1NC(=O)N(C)C[C@@H]1Oc2ccc(NC(=O)NC3CCCCC3)cc2C(=O)N([C@H](C)CO)C[C@@H]1C	-0.2	-7.8	-0.2	-6.7	6.1	-0.5	5.2	-1.6
CC(=O)Nc1cccc(-c2nnc(SCc3ccccc3C#N)n2C)c1	.	.	.	-11.1	1.2	20.9	-5.7	.
COc1ccccc1-c1cnc2c(c1)C(=O)N([C@H](C)CO)C[C@@H](C)[C@@H](CN(C)C)O2	1.5	-3.6	0.0	-11.4	1.8	22.2	4.6	0.9
CC(C)(C)c1ccc(C(=O)C2CCCN(C(=O)CN3CCCC3=O)C2)cc1 (stereo not drawn)	.	0.8	0.0	-1.1	1.4	-10.0	.	1.1
Cc1nc2ccc(NC(=O)c3cc([N+](=O)[O-])cc([N+](=O)[O-])c3Cl)cc2s1	-0.3	1.9	0.0	-2.7	-11.9	-23.6	-0.4	.
O=c1cc(Nc2ccc3c(c2)OCCO3)[nH]c(=O)n1C1CCCCC1	.	.	.	-7.4	-2.9	-10.9	2.2	.
CC(=O)NNc1ncnc2c1cnn2-c1ccccc1	2.6	0.4	0.2	-8.7	-3.3	-5.3	.	-1.0
COc1ccc(C(=O)N2CCN(c3cccc(C)c3C)CC2)cc1S(=O)(=O)NC1CC1	.	-0.9	0.5	-8.3	-5.3	-29.4	3.2	0.2
O=C(COc1ccccc1C(=O)NCc1ccccc1)Nc1ccccc1	.	-8.2	0.7	-2.7	-0.2	16.7	-3.0	-4.8
CO[C@@H](CN(C)C(=O)c1ccccc1F)[C@@H](C)CN([C@@H](C)CO)S(=O)(=O)c1ccccc1	-0.2	2.6	0.0	-5.1	1.4	9.3	4.6	2.7
CCCC(=O)Nc1ccc2c(c1)C(=O)N(C)C[C@@H](OC)[C@@H](C)CN(C(=O)CC)[C@@H](C)CO2	-0.1	.	0.4	.	.	6.9	.	-0.5
Cc1noc(C)c1S(=O)(=O)Nc1ccc2c(c1)C(=O)N([C@H](C)CO)C[C@H](C)[C@@H](CN(C)C(=O)Nc1ccc(C(F)(F)F)cc1)OCCCC[C@@H](C)O2	-0.1	-2.8	-0.2	-15.8	-0.4	-0.5	-5.5	2.3
COc1cccc(CN(C)Cc2nc(Cc3ccccc3Cl)no2)c1	.	-3.3	0.0	-18.2	-2.0	-4.2	.	2.5
CCN(CC)C(=O)N1CCc2ccccc21	0.1	1.3	0.0	-27.3	2.3	3.6	.	-4.5

Following part.
SMILES	E-sel inducer	DENV2 CPE rescue	XiGFP reactiv	RAD52 inh	CASP6 VEID inh	GSIS activator	RAD54 inh	CFTR F508del cor
CC1CCN(C(=O)c2cc3ccccc3c(=O)o2)CC1	-1.4	-9.2	0.0	-14.8	-1.5	-4.9	-1.5	.
COc1cccc(/C(O)=C/C(=O)C(=O)Nc2ccc(S(=O)(=O)NC(C)=O)cc2)c1	0.0	3.0	0.1	-29.7	3.5	-7.5	-1.9	.
CN(C)Cc1cn(CC[C@@H]2CC[C@@H](NC(=O)Cc3cccnc3)[C@@H](CO)O2)nn1	0.7	-3.3	0.6	10.1	0.7	-1.7	-1.9	-0.4
O=C(CSc1nnc(NCc2ccccc2)s1)NC1CCS(=O)(=O)C1 (stereo not drawn)	-0.8	4.2	0.4	-5.8	-0.4	22.1	2.9	-0.9
COCCCNS(=O)(=O)c1cc2c3c(c1)C(C)C(=O)N3CCC2 (stereo not drawn)	-0.7	6.2	0.1	-8.8	-6.0	-0.6	-2.2	1.4
OC(COCC(F)(F)C(F)(F)C(F)(F)C(F)F)Cn1c2ccccc2c2ccccc21 (stereo not drawn)	.	.	-0.1	-7.5	-3.7	.	.	3.8
CCOc1ccc(-c2cc3cc(OC)c(OC)cc3c(C)n2)cc1	-0.8	-1.5	0.0	-20.6	.	15.7	5.0	-1.1
COCC(=O)Nc1ccc2c(c1)[C@H]1C[C@@H](CC(=O)NCc3ccccc3)O[C@@H](CO)[C@H]1O2	-0.4	9.2	0.3	-18.3	-1.6	1.5	2.4	2.7
CCCCCC(O)(CCN1CCCCC1)c1ccccc1 (stereo not drawn)	0.4	-1.8	0.1	-0.9	-2.8	-4.4	-4.1	0.0
C=C1C[C@@]23CCC4[C@@](C)(CCC[C@@]4(C)C(=O)OC)C2CC[C@]1(OC(C)=O)C3 (stereo partly drawn)	0.8	-6.8	0.1	-0.3	.	-5.3	-0.3	-1.7
COC(=O)Cn1c(Cc2ccccc2)nc2ccccc21	-0.1	1.1	0.0	-11.8	-0.8	10.8	8.8	-0.4
CO[C@H]1CN(C)C(=O)c2cc(NC(=O)C3CC3)ccc2OC[C@H](C)NC[C@@H]1C	0.0	-10.2	0.0	6.4	3.7	2.3	0.1	1.1
CCC1=C(OC(=O)N(CC)CC)N2C(=O)OC(=NCC3CC3)[C@]2(C)[C@H]2C1=CC[C@H]1C(=O)N(C)C(=O)[C@H]12	-0.2	8.8	0.0	-5.8	0.2	-4.9	-6.9	0.4
CCOC(=O)C1CCN(C(=O)COC(=O)CN(C)S(=O)(=O)c2ccc(NC(C)=O)cc2)CC1	.	3.5	0.4	-9.0	2.9	9.9	-7.3	-0.4
O=C(COc1ccc2ccccc2c1)NNC(=O)c1ccc([N+](=O)[O-])cc1	.	-1.1	0.1	-16.1	-0.5	-1.8	.	-4.2
CS(=O)(=O)N1CC2(C1)[C@H](c1ccccc1)[C@H](CO)N2Cc1ccccn1	-0.1	-11.1	0.1	-2.4	2.8	10.1	.	-2.0
COC(=O)c1cccc(NC(=O)c2cccc(-n3cnnn3)c2)c1	0.1	-7.8	0.0	-25.7	0.9	-0.3	2.4	-3.9

Screens as filed in PubChem BioAssay.
